Rv3671c inh = Rv3671c serine protease inhibitors, primary screen, biochemical, fluorescence polarization, M. tuberculosis H37Rv; inhibition, % at 5.96 µM; AID 2606, 2010; actives 0.048% (n = 320,000); P9WHR9; in the data active = inhibition above about 38%;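 also: extracellular domain of Rv3671c used as enzyme; 0% = enzyme with DMSO and 100% = no enzyme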
Target sequence (P9WHR9 whole entry, looked up, the tested form may be a part): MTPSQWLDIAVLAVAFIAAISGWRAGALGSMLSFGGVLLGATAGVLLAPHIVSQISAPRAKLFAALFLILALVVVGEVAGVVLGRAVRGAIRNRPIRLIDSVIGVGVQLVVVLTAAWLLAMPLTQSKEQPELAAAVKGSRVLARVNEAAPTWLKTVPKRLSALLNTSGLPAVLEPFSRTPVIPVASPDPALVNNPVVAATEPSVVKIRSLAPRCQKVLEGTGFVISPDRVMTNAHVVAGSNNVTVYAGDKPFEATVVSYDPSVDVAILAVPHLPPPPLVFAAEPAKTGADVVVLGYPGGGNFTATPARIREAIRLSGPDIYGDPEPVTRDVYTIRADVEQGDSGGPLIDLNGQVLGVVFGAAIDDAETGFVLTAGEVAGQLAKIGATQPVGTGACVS
Mtb UGM inh = M. tuberculosis UGM enzyme inhibitors, primary screen, biochemical, fluorescence polarization, single point | UDP-galactopyranose mutase (Mycobacterium tuberculosis (strain ATCC 25618 / H37Rv)), … | purified UGM, fluorescence polarization probe displacement | inhibition, % at 10 µM | actives 0.06% (n = 320,000); in the data active = inhibition above about 10%, passing the limit was not always enough
Target sequence (P9WIQ1 whole entry, looked up): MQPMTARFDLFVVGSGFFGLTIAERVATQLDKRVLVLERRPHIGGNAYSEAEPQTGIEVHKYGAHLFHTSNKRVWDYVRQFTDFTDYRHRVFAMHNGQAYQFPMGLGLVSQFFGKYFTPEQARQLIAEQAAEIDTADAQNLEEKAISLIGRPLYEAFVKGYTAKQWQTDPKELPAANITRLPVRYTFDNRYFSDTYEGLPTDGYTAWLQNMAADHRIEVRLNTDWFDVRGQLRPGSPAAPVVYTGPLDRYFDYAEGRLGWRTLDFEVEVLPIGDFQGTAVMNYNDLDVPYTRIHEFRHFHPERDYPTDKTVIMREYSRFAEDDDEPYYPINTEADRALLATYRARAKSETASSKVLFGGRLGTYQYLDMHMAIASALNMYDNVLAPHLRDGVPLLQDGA
Vc quorum ag = inducers of Vibrio cholerae quorum light production without autoinducers, primary screen, BH1578 luxS cqsA deficient, single point. V. cholerae BH1578 lux reporter, luminescence, 6 h. activation, % at 18.7 µM. actives 0.16% (n = 350,000); in the data active = activation mostly above about 9.7%, no sharp cut-off; also: not every result past the cut was called active; inactives centre near 0; reference of the scale not given here
Mtb FBA inh = Mtb FBA enzyme inhibitors, primary screen, biochemical, fluorescence, strain H37Rv; purified M. tuberculosis FBA, fluorescence read-out; inhibition, % at 1 µM; actives 2.3% (n = 360,000); in the data active = inhibition above about 27%;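 also: 0% = vehicle and 100% = reference inhibitor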
VHR inh abs = VHR1 phosphatase inhibitors, primary screen, biochemical, absorbance, uHTS. AID 1654, 2009. Dual specificity protein phosphatase 3 (Homo sapiens), P51452. actives 0.52% (n = 290,000). inhibition, % at 13.3 µM. recombinant VHR phosphatase, pNPP absorbance; in the data active = inhibition above about 50%; also: some compounds called inactive have numbers as strong as hits
MazF activator = activators of E. coli MazEF toxin-antitoxin RNase, primary screen, biochemical, fluorescence, uHTS; activation, % at 20 µM; AID 504720, 2011; FAM/BHQ RNA-DNA oligo cleavage fluorescence, 5 h; actives 0.32% (n = 350,000); in the data active = activation above about 50%
Target sequence (P0AE70 whole entry, looked up): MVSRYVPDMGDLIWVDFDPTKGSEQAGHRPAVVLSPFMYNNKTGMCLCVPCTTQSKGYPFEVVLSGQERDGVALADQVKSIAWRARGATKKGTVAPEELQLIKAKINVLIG
SSB-PriA inh = inhibitors of Klebsiella pneumoniae PriA binding to SSB C-terminal tail, primary screen, biochemical, AlphaScreen; PriA–SSB C-terminal tail interaction (Klebsiella pneumoniae); AlphaScreen SSBct-PriA binding, biotinylated peptide; inhibition, % at 33 µM; actives 0.6% (n = 430,000); in the data active = inhibition mostly above about 37%, no sharp cut-off; inactive = mostly below about 20%;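 also: plate controls were negative control peptide for no effect and reference peptide for full effect; strong numbers were not always called active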
SARS 3CLpro inh = SARS-CoV 3CLpro protease inhibitors, primary screen, biochemical, quenched FRET | inhibition, % at 6 µM | recombinant SARS-CoV 3CLpro, quenched FRET peptide cleavage | AID 1706, 2009 | Replicase polyprotein 1ab (Severe acute respiratory syndrome coronavirus), P0C6X7 | actives 0.14% (n = 290,000); in the data active = inhibition above about 12%
Mtb BioA inh = M. tuberculosis BioA enzyme inhibitors, primary screen, biochemical, plate reader, single point, HTS. 7,8-diaminopelargonic acid synthase BioA (Mycobacterium tuberculosis). purified M. tuberculosis BioA enzyme. inhibition, % at 9.99 µM. actives 0.096% (n = 360,000). AID 602481, 2012; in the data active = inhibition above about 40%
GDH-TPI inh = GDH-TPI coupling enzyme inhibitors, primary screen, artefact control for M. tuberculosis FBA inhibitor project, biochemical, absorbance, full deck | GDH-TPI coupled enzyme counterscreen, NADH absorbance | inhibition, % at 4.8 µM | actives 1.2% (n = 360,000) | AID 588335, 2011; in the data active = inhibition above about 30%;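 also: 0% = DMSO wells and 100% = wells lacking the enzyme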
* = called active by the depositor; i = inactive; nt = no result given; & = joins results of further samples. Only part of the results is shown; count on the stated rates, not on these rows.

The line under a structure holds: Rv3671c inh, Mtb UGM inh, Vc quorum ag, Mtb FBA inh, VHR inh abs, MazF activator, SSB-PriA inh, SARS 3CLpro inh, Mtb BioA inh, GDH-TPI inh
1: CCn1ccc(C(=O)NCCCN2CCCC2=O)n1
 : -3, 0.2, i, -1, 18, 5, -4, -5, -0.5, -12
2: CC1(C)Cc2c(sc3c2c(=N)n(Cc2ccco2)c(=O)n3CC(=O)Nc2cccc(Cl)c2)CO1
 : -71, 0.1, -0.3, 5, -9, -5, -6, -1, -2.0, 3
3: CS(=O)(=O)N1N=C(c2cccs2)CC1c1ccccc1F (configuration not stated)
 : 3, 1.3, i, -3, 22, 5, 3, 0, nt, 1
4: CCCCn1nc2cc(C(=O)NCc3ccco3)ccc2c1OCC
 : 3, -2.9, -1.1, 27*, 26, 0, 0, 4, 1.5, 10
5: COc1ccc(-c2ccc3c(c2)C2CC3CCN2C(=O)C2CCCCC2)cc1 (configuration not stated)
 : nt, nt, -0.5, 1, nt, -1, -4, nt, -0.9, 4
6: O=C(NC1CCC(C(=O)O)CC1)OCc1ccccc1 (configuration not stated)
 : 5&10, 0.2&-0.7, -2.9&-0.5&-0.3, -2&0&-3, 13&9, 4&0&-7, 0, 1&6, -0.5&-0.3, -7&5&-2
7: CCOC(=O)c1c(C)n(C)c2cc(-c3cccc(C(F)(F)F)c3)c(O)cc12
 : 2, 4.8, -2.7, -3, -8, 4, -11, -4, nt, 14
8: COc1ccc(C(=O)NCCc2ccccc2)cc1OC
 : 0, 0.3, 3.8, 2, 22, 4, 8, -2, 1.6, 4
9: CCOc1ccc(S(=O)(=O)NCCCN2CCCC2=O)cc1
 : 1, -0.8, i, 6, -3, 8, -3, 8, nt, 12
10: COc1cccc(-c2cnc3c(NC=O)cc(-c4ccc(S(C)(=O)=O)cc4)cn23)c1
 : nt, nt, i, -1, nt, nt, nt, nt, -0.8, -1
11: O=C(c1ccc(S(=O)(=O)N2CCOCC2)cc1)N(c1ccccc1)C1C=CS(=O)(=O)C1 (configuration not stated)
 : 10, 0.4, -1.7, 1, -2, 1, -4, -1, 1.8, 5
12: CSCCC(NC(=O)/C(=C\c1ccc(Cl)cc1)NC(=O)c1ccccc1)C(=O)O (configuration not stated)
 : -4, -0.6, -0.2, 0, 3, -5, -3, 4, nt, 7
13: O=C(Nc1cccc(S(=O)(=O)N2CCCCC2)c1)C1CCC1
 : -4, 3.5, i, 3, nt, -17, 13, nt, 1.3, 10
14: CC(=O)N(Cc1ccc(F)cc1)Cc1nc2ccccc2c(=O)[nH]1
 : 0, 4.5, -0.6, -1, 21, -3, -10, 2, 2.4, -3
15: C=CCn1c(SCC(=O)Nc2ccccc2)nnc1-c1cccc(S(=O)(=O)N2CCOCC2)c1
 : 1, -2.5, -0.3, 1, 7, 8, 2, -2, 21, 8

Some of the entries so far, as tab-separated lines:
item	compound	Rv3671c inh	Mtb UGM inh	Vc quorum ag	Mtb FBA inh	VHR inh abs	MazF activator	SSB-PriA inh	SARS 3CLpro inh	Mtb BioA inh	GDH-TPI inh
12	CSCCC(NC(=O)/C(=C\c1ccc(Cl)cc1)NC(=O)c1ccccc1)C(=O)O (configuration not stated)	-4	-0.6	-0.2	0	3	-5	-3	4	nt	7
13	O=C(Nc1cccc(S(=O)(=O)N2CCCCC2)c1)C1CCC1	-4	3.5	i	3	nt	-17	13	nt	1.3	10

Further compounds follow.
The line under a structure holds: Rv3671c inh, Mtb UGM inh, Vc quorum ag, Mtb FBA inh, VHR inh abs, MazF activator, SSB-PriA inh, SARS 3CLpro inh, Mtb BioA inh, GDH-TPI inh
16: O=C(CN1CC(=O)Oc2ccccc21)OCC(=O)c1ccc(F)cc1
 : -5, nt, 1.4, -3, -6, -23, 77*, 3, nt, -2
17: Cn1c(SCC(=O)Nc2cccnc2)nnc1-c1ccccc1F
 : 8, -0.5, -0.2, -2, 30, 7, 0, 7, 32, -3
18: O=C(CSc1ccc2nnc(-c3ccccn3)n2n1)Nc1ccc(F)cc1F
 : 3, -0.1, 0.3, 4, 37, -20, -4, 0, 4.3, 2
19: O=C(NC1CC1)c1cccc(NC(=O)C2CCCCC2)c1
 : nt, nt, i, -1, nt, 8, 0, nt, 2.4, -7
20: Cc1ccc(-c2nnc(SCC(=O)N/N=C/c3ccccc3C(=O)O)n2C2CCCCC2)cc1
 : -1, 1.9, 1.1, 5, -8, 4, nt, 4, 1.1, -4
21: CCC(C)Cn1c(C(C)C)nc2ccccc21 (configuration not stated)
 : 2, -1.5, -1.1, -2, -3, 7, -6, 0, nt, 10
22: CCOC(=O)c1cn[nH]c1NC(=S)Nc1ccc(OC)cc1
 : 4, -0.2, -0.5, 1, -3, 7, -6, -2, -0.5, 0
23: CCc1c(C)c(C#N)c2nc3ccccc3n2c1NCCCN(C)C
 : nt, nt, i, 3, nt, 0, nt, nt, -0.3, 7
24: CCN(CC)C(=O)Cn1cnc2sc(C(=O)Nc3cc(OC)c(OC)c(OC)c3)c(C)c2c1=O
 : -13, -1.8, i, -1, 9, 10, -11, 1, 1.7, 25
25: O=C(NCc1ccncc1)Nc1cccc([N+](=O)[O-])c1
 : -4, -1.4, -0.4, 2, 9, -3, -3, -1, nt, -11
26: Nc1cn(C2OC(CO)C(O)C2O)c(=O)[nH]c1=O (configuration not stated)
 : nt, -0.6, i, 0, 30, 12, -19, 3, 5.1, 3
27: O=C(O)CN1C(=O)C=CC1=O
 : nt, nt, -0.3, -3, nt, 3, nt, nt, -0.4, 4
28: COCCCNC(=O)Cn1cnc2c(NCc3ccccc3)ncnc21
 : nt, nt, 1.9, 1, nt, 8, -6, nt, 1.3, 2
29: O=[N+]([O-])c1cccc(-n2nncc2-c2ccccc2)c1
 : -7, -2.4, -0.3, 1, 4, -4, -3, -5, -0.2, 1
30: O=C(Nc1cnn(Cc2ccc(F)cc2)c1)c1cc(-c2cccs2)on1
 : -2, 2.0, -0.6, 1, 18, 2, -4, -2, nt, -4
31: COc1ccc(-n2ncc(C(C)NS(=O)(=O)c3cc(C)sc3C)c2C)cc1 (configuration not stated)
 : nt, nt, i, -3, nt, 0, nt, nt, 0.9, -1
32: CCC(NC(=S)NCc1ccccc1)C(=O)O (configuration not stated)
 : 7, -4.9, -0.3, 1, 15, 7, -8, -1, 0.1, 2
33: Cc1n[nH]c(C)c1S(=O)(=O)N1CCCC(C(=O)NC2CCCc3ccccc32)C1 (configuration not stated)
 : 3, 2.1, 0.4, 2, 0, 3, -11, -1, 0.1, 1
34: CCOc1c2ccc(C(=O)NCc3ccc4c(c3)OCO4)cc2nn1C
 : -8, -3.3, 0.1, 50*, 5, 4, -7, 5, -1.3, -13
35: COc1ccc(Br)cc1S(=O)(=O)n1ccnc1C
 : -5, 0.0, -2.9, -2, 14, -11, -14, -3, -1.0, 1
36: O=C(CCN1C(=O)[C@@H]2Cc3ccccc3CN2C1=O)NCc1ccc(Cl)cc1
 : 6, -2.5, -0.3, -3, 23, 3, -5, -1, 0.5, -10
37: Cc1ccc(N(C)C(=O)Oc2cccc3cccnc23)cc1
 : 0, -3.0, nt, -1, 7, 5, 5, -6, 2.1, 4
38: O=C(Nc1ccccc1Oc1cccnc1)C1CCCN(C/C=C/c2ccccc2)C1 (configuration not stated)
 : nt, 2.2, -1.4, 2, 11, -1, 31, -4, -1.7, 5
39: Cc1cc(C)n(-c2cc(C(=O)O)cc(C(=O)O)c2)n1
 : -4, 3.9, -0.4, -1, 53*, 8, -6, 3, nt, -3
40: COC(=O)CNC(=O)c1cc(-c2ccncc2)nc2ccc(C)cc12
 : 0, -2.9, 7.7, nt, 14, -18, -3, -4, 1.2, nt
41: Nc1ncnn1Cc1ccccc1
 : nt, nt, i, -1, nt, 8, nt, nt, 0.0, -3
42: Cc1cccc(CSc2ncnc3nc[nH]c23)c1
 : -2, 2.1, -0.2, 0, -19, 7, -8, -3, 0.7, -9
43: O=C1[C@H]2[C@@H](c3ccccc3)N[C@]3(CCCN(CC4CCCCC4)C3=O)[C@H]2C(=O)N1Cc1ccccc1
 : nt, nt, i, -2, nt, 5, nt, nt, 2.1, 4
44: COC(C/C=C/[C@@H](O)[C@H](C)OCc1ccccc1)OC
 : 2, 4.5, -0.8, 2, nt, 8, 1, nt, -0.1, -2
45: Cc1cc(C)nc(NS(=O)(=O)c2ccc(NC(=O)c3cccs3)cc2)n1
 : -3, 0.8, 3.6, 3, 4, -10, -5, 2, 0.8, 10

3 compounds from above, limited to Vc quorum ag, VHR inh abs and GDH-TPI inh.
#	SMILES	Vc quorum ag	VHR inh abs	GDH-TPI inh
41	Nc1ncnn1Cc1ccccc1	i	nt	-3
42	Cc1cccc(CSc2ncnc3nc[nH]c23)c1	-0.2	-19	-9
43	O=C1[C@H]2[C@@H](c3ccccc3)N[C@]3(CCCN(CC4CCCCC4)C3=O)[C@H]2C(=O)N1Cc1ccccc1	i	nt	4

(list continues)
The line under a structure holds: Rv3671c inh, Mtb UGM inh, Vc quorum ag, Mtb FBA inh, VHR inh abs, MazF activator, SSB-PriA inh, SARS 3CLpro inh, Mtb BioA inh, GDH-TPI inh
46: CCCCn1c(SCC(=O)NC(=O)Cc2ccccc2)nc2ccccc2c1=O
 : 1, 1.5, i, 6, nt, 6, -13, nt, -0.1, 8
47: CCN(CC)CCCNC(=O)C1c2ccccc2C(=O)N(C)C1c1ccc(OC)cc1 (configuration not stated)
 : -2, 3.4, -0.1, 1, 13, -11, 12, 0, nt, -9
48: CC1(C(=O)O)CCC(C(=O)NC2CCCCCC2)C1(C)C (configuration not stated)
 : -3, 0.4, i, 4, 80, 13, -6, -1, 11, 4
49: Cc1ccc(S(=O)(=O)NC(CC(=O)OCc2ccccc2)C(=O)OCc2ccccc2)cc1 (configuration not stated)
 : nt, nt, 4.0, -3, nt, -11, nt, nt, -1.5, 3
